Screens: PubChem BioAssay, several laboratories
T cell HTS – modulates CD8 T cell binding to vesicles. AID 2052. 2C CD8+ T cell-vesicle binding, flow cytometry; hits give low values. calls only at 7 µM. actives 0.068% (n = 330,000);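 active means response, share of CD8 T cells binding vesicles, and their 90th percentile fluorescence all below set limits, cut at about 80% in these data, passing the limit was not always enough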
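Assay system: 2C TCR transgenic mouse naive CD8+ T cells, MACS-purified | Read-out: CD8+ gate FL2 mean fluorescence as % of same-row positive control | Signal: High-throughput flow cytometry with anti-B7-1 and anti-CD8 staining | Timing: Binding step 1.5 h, 37 °C, antibody labelling 20 min, ice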
bCat nuc transl – beta-catenin nuclear translocation modulation. nuclear translocation activity, % at 5 µM. actives 0.3% (n = 190,000). HeLa beta-catenin nuclear translocation, immunofluorescence imaging. AID 1665;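 active means nuclear translocation activity above 50% at 5 µM, with a well cell count of 50 or more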;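 further: per-cell ratio of nuclear to cytoplasmic median beta-catenin stain intensity; plate controls were DMSO negative control for no effect and GSK-3 inhibitor IX positive control for full effect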
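Technique: fluorescence imaging of beta-catenin antibody stain plus DAPI / Material: human HeLa cell line / Incubation: compound treatment 24 h, 37°C, 5% CO2 / Read-out basis: % activation of per-cell nuclear versus cytoplasmic median beta-catenin signal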
M1AAP inhibition – malaria alanyl aminopeptidase activity blockers – biochemical, fluorogenic H-Leu-NHMec substrate, 1536-well (AID 1445) | recombinant M1AAP, H-Leu-NHMec fluorogenic kinetic assay; higher % means a stronger effect | actives 0.42% (n = 220,000) | one-dose inhibition, % at 30 µM; IC50 in µM for titrated hits;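 active means primary inhibition above the hit cutoff, then over 50% inhibition at one or more dose response concentrations, cut at about 23% in these data, passing the limit was not always enough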;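 further: plate controls were DMSO full reaction for no effect and no enzyme background for full effect; strong numbers were not always called active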
Autophagy mod – alters autophagy in cells; calls only at 10 µM (by protocol); MEF GFP-LC3 puncta imaging; test concentration mostly 10 µM; actives 0.98% (n = 190,000);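 active means percentage of spot-positive cells more than 3 SD above its plate mean, without a fluorescence outlier flag or 80% toxicity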;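 further: spot-positive cell cutoff set from DMSO-treated cells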
Yfh1-off respiration – mitochondrial function rescue without frataxin homolog – Friedreich's ataxia, plus single-dose screen, dose response (AID 1465) | actives 0.074% (n = 220,000) | S. cerevisiae Yfh1-off respiration, WST-1 reduction, 72 h; higher fold induction means a stronger effect | fold induction at 50 µM, or EC50 in µM where a hit was titrated;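 active means fold induction of absorbance versus untreated yeast above a set limit, then at least 30% activation at any dose in follow-up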;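 further: activators that raise dye reduction in frataxin-depleted yeast; strong numbers were not always called active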
MT stabilizer – microtubule stabilization, imaging screen; HeLa tubulin immunostaining HCS, 24 h; share of cells brighter than vehicle mean+2SD; % tubulin-high responders, % at 10 µM; actives 0.83% (n = 200,000); AID 2205;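 active means plate Z-score above 3 for both tubulin-high and condensed-nucleus cell shares, with cell loss under 80%, at 10 µM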;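 further: anti alpha tubulin signal scored within the nucleus-defined area of each cell; some results filed as inactive read as strong as hits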
WT yeast gro inh – growth inhibition of WT yeast, mitochondrial fusion screen | actives 2.1% (n = 190,000) | mitochondrial fusion phenotypic screen, WT strain | inhibition, % at 10 µM; in the data active means inhibition above about 58%; tested in S. cerevisiae
M17LAP inhibition – P. falciparum M17LAP inhibitors, primary screen, biochemical, fluorogenic H-Leu-NHMec substrate, 1536-well (AID 1619); inhibition, % at 30 µM, or IC50 in µM where a hit was titrated; recombinant M17LAP, H-Leu-NHMec fluorogenic kinetic assay; higher % means a stronger effect; actives 0.38% (n = 220,000);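 active means compound inhibiting the enzyme by more than half at any dose during confirmatory dose-response retesting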;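 further: plate controls were full reaction with DMSO carrier for no effect and no enzyme background for full effect; strong numbers were not always called active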
Dynein transport – blocks dynein driven cargo transport along microtubules; 3617.4 mouse cells, GR-EGFP nuclear translocation imaging; test concentration mostly 20 µM; stimulated with dexamethasone, 1 µM; hits give low values; z-score, hits read low; actives 0.47% (n = 220,000);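 active means plate z-score of nuclear minus cytoplasmic receptor signal below a set negative limit, without overly bright fluorescence or cell loss, cut at about -3.5 in these data, passing the limit was not always enough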;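 further: z-score of nuclear minus cytoplasmic ring GR-EGFP intensity difference per well; some compounds called inactive have numbers as strong as hits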
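medium = tetracycline-free induction medium containing charcoal-stripped FBS | probe or stimulus = dexamethasone, 1.0 µM final | timing = 48 h induction, then 1 h compound, then 30 min agonist, 37 °C | detection = automated 10x imaging of fixed Hoechst-stained cells | read-out basis = nuclear versus cytoplasmic GR-EGFP signal, averaged per well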
WT yeast gro inh mutant strain – also measured in WT yeast gro inh; calls as there; inhibition, %; mitochondrial fusion phenotypic screen, mutant strain inhibition
Dynein transport cytoplasmic EGFP – recorded beside Dynein transport, whose call it bears; z-score; measured here: cytoplasmic GR-EGFP intensity; hits give high values
Dynein transport nuclear GR-EGFP – second read-out of Dynein transport, no call of its own (marks repeat the call); z-score; measured here: nuclear GR-EGFP intensity;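 lower value marks the stronger effect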
Dynein transport cell count – recorded beside Dynein transport, whose call it bears; z-score; measured here: cell count per field
bCat nuc transl cell count 5 µM – further read-out of bCat nuc transl, marked with its call; cell count; measured here: cell count, cytotoxicity flag
T cell HTS vesicle-bound % – further read-out of T cell HTS, marked with its call; double positive events, %; measured here: CD8+ vesicle-bound cell fraction;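 binding gate set so that unloaded-vesicle control wells show 10% double positive cells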
MT stabilizer Hoechst-high % – second read-out of MT stabilizer, no call of its own (marks repeat the call); % Hoechst-high responders; measured here: nuclear condensation Hoechst responders;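 share of cells brighter than vehicle mean plus two SD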
MT stabilizer cytotoxicity % – second read-out of MT stabilizer, no call of its own (marks repeat the call); toxicity, %; measured here: cytotoxicity by cell density;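 0% = mean cell density of plate MIN control wells and 100% = no cells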
Autophagy mod cell loss 18 h – further read-out of Autophagy mod, marked with its call; toxicity, %; measured here: cell loss, nuclei count;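 cell loss after 18 h compound exposure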
* hit, by the source's call; i = inactive; . = no result given.

SMILES	T cell HTS	T cell HTS vesicle-bound %	bCat nuc transl	bCat nuc transl cell count 5 µM	M1AAP inhibition	Autophagy mod	Autophagy mod cell loss 18 h	Yfh1-off respiration	MT stabilizer	MT stabilizer Hoechst-high %	MT stabilizer cytotoxicity %	WT yeast gro inh	WT yeast gro inh mutant strain	M17LAP inhibition	Dynein transport	Dynein transport cytoplasmic EGFP	Dynein transport nuclear GR-EGFP	Dynein transport cell count
Cc1ccc(CS(=O)(=O)CCC(=O)NC2CC2)cc1	i	56.5	0.8	1400	1.1%	i	5.3	i	2.2	2.3	2.6	-2.5	14.0	11.6%	-0.388	-0.223	-0.962	0.314
C=C(Br)Cn1cnc2ccccc21	i	4.3	-0.7	1170	2.5%	i	-19.1	i	4.8	1.5	4.9	4.7	12.1	17.2%	-0.619	-0.278	-0.217	0.399
Cc1nccn1-c1c2c(c(C#N)c3nc4ccccc4n13)CCC2	i	41.2	0.2	1126	.	.	.	i	.	.	.	12.9	7.5	.	.	.	.	.
CCOc1ccc2nc(SC(C)C(N)=O)[nH]c2c1 (stereo unspecified)	i	26.8	-0.1	1125	-8.9%	i	1.2	i	7.0	1.6	0.3	16.2	20.1	12.3%	-0.472	-0.167	0.00792	-0.147
COc1ccc(/C=C/CN2CCCC(CCC(=O)NCc3ccc(F)c(F)c3)C2)cc1 (stereo unspecified)	i	30.8	-2.6	1077	-3.3%	i	7.6	i	3.4	1.5	7.4	-0.8	12.4	15.8%	-1.24	-0.192	-0.755	2
C=CCn1c(SCC(=O)Nc2ccc(C(=O)OC(C)C)cc2)nnc1-c1cccs1	i	53.5	-0.3	1123	-1.2%	i	20.5	i	4.1	2.9	12.0	15.0	21.5	-1.1%	-0.642	-0.161	0.105	0.5
CCN(CC)S(=O)(=O)c1ccc(OC)c(NC(=O)C(Cc2ccccc2)N2C(=O)c3ccccc3C2=O)c1 (stereo unspecified)	i	18.1	-0.6	1192	2.2%	i	1.8	i	5.4	2.5	5.6	-11.4	38.1	-3.6%	-0.0822	-0.221	-0.19	-0.342
CC(=O)Nc1nc(-c2ccccc2)nc(-c2ccccc2OC(C)=O)n1	i	25.3	-0.7	917	1.4%	i	13.5	i	2.7	2.2	2.5	37.3	52.7	1.1%	-1.22	-0.0133	-0.202	0.29
COC(=O)c1c(O)c2ccccc2[nH]c1=O	i	27.1	-2.0	1058	5.0%	i	0.8	i	3.1	2.5	9.3	-3.7	-15.5	-8.8%	-0.148	-0.216	-0.152	0.588
COc1ccccc1NC(=O)COC(=O)c1ccc(S(=O)(=O)NCc2ccco2)cc1	i	31.9	-2.0	1423	-1.6%	i	5.5	i	5.1	3.9	9.1	13.6	8.0	10.3%	-0.992	-0.317	-0.142	0.25
CC(C)CCSc1nc(N2CCOCC2)c2c(c1C#N)CC(C)(C)OC2	i	7.0	-1.1	1074	4.3%	i	0.6	i	5.8	4.0	4.6	38.8	-26.4	0.7%	0.804	-0.264	0.579	-1.13
Cc1ccc(-c2nc3ncccn3c2Nc2ccc3c(c2)OCCO3)cc1	i	7.4	.	.	14.1%	i	-2.2	i	0.7	1.6	11.7	-2.1	-14.3	5.0%	1.31	-0.034	0.598	-0.116
CN(Cc1ccc(-n2cccn2)cc1)Cc1cn(C)nc1-c1ccccc1F	i	25.6	-1.2	1028	7.1%	i	-9.7	i	.	.	.	-18.3	-23.8	-2.1%	0.501	-0.288	0.567	0.608
O=C(NCCC1=CCCCC1)c1ccc(Cl)cc1	i	19.5	-1.3	1115	3.3%	i	8.1	i	0.8	0.7	3.6	12.5	-12.2	-2.7%	-0.204	0.551	0.219	-0.0742
Cc1cc(C)cc(N(C(C)C(=O)N2CCCCC2)S(C)(=O)=O)c1 (stereo unspecified)	i	31.8	-7.5	890	0.9%	i	2.3	i	3.3	2.8	5.2	7.4	-12.0	-5.1%	-1.19	-0.236	-0.231	0.931
O=C(Nc1cc(Br)ccc1O)c1cnn2c(C(F)F)cc(C3CC3)nc12	i	60.1	-0.6	1115	0.0%	i	-5.5	i	2.2	1.6	5.0	17.1	5.9	4.0%	0.384	-0.34	0.389	1.13
O=C(c1cnn(C(=O)c2ccc(O)cc2)c1)c1ccccc1O	i	21.7	0.8	878	7.2%	i	-1.3	i	2.7	1.9	5.4	46.0	5.5	-4.3%	0.395	-0.23	0.448	-0.544
O=C(Nc1ccc(N2CCOCC2)cc1)C1CCCN(S(=O)(=O)c2ccccc2)C1 (stereo unspecified)	i	40.3	-7.3	940	2.2%	i	13.2	i	2.3	2.8	11.2	0.7	9.7	2.3%	2.91	-0.0351	1.53	-3.55
CC1CCCN(S(=O)(=O)c2ccc(S(=O)(=O)NC(C)c3cccs3)cc2)C1 (stereo unspecified)	i	34.6	.	.	14.6%	i	38.1	i	2.2	0.9	6.0	-0.1	10.5	6.5%	-0.0257	0.148	0.0827	-0.373
COc1ccc(-n2cnnc2SCC(=O)NC2CCS(=O)(=O)C2)cc1 (stereo unspecified)	i	27.8	-5.0	1249	8.3%	i	-12.8	i	1.7	1.3	7.5	9.6	3.5	0.2%	-0.482	-0.15	-0.1	0.607
CCCC1(CCC)NC(=O)N(CC(=O)N2CCN(C(=O)c3ccco3)CC2)C1=O	i	29.2	-2.6	1257	-3.4%	i	2.9	i	4.3	2.8	8.6	10.9	14.4	1.7%	-0.421	-0.237	-0.241	1.09
C=CCNC(=O)NC(=O)CSc1nnc(C(F)(F)F)n1C	i	51.6	-0.3	1094	-0.2%	i	-6.5	i	2.4	2.3	4.5	-8.3	3.6	16.3%	-0.481	-0.265	-0.143	0.384
O=C(Cn1cc([N+](=O)[O-])cn1)Nc1ccccn1	i	32.2	0.7	1322	-2.0%	i	15.6	i	2.9	1.5	8.0	3.3	-14.5	-1.8%	0.289	-0.177	0.473	0.777
CCOc1ccccc1Nc1nc(N)nc(CSc2nncn2C)n1	i	9.9	.	.	-0.6%	i	-1.3	i	3.0	1.2	4.4	15.8	22.2	11.7%	-0.349	-0.245	-0.836	1.44
CCCn1c(=O)c2ccccc2n2c(SCC(=O)NCc3cccs3)nnc12	i	23.8	-1.0	1117	5.0%	i	-25.9	i	1.7	1.5	5.1	-19.2	-14.0	3.8%	-0.519	-0.229	-0.0859	0.774

Single values from above.
CCOc1ccccc1Nc1nc(N)nc(CSc2nncn2C)n1 in Dynein transport nuclear GR-EGFP has -0.836
Cc1cc(C)cc(N(C(C)C(=O)N2CCCCC2)S(C)(=O)=O)c1 (stereo unspecified) in bCat nuc transl has -7.5

(next part)
SMILES	T cell HTS	T cell HTS vesicle-bound %	bCat nuc transl	bCat nuc transl cell count 5 µM	M1AAP inhibition	Autophagy mod	Autophagy mod cell loss 18 h	Yfh1-off respiration	MT stabilizer	MT stabilizer Hoechst-high %	MT stabilizer cytotoxicity %	WT yeast gro inh	WT yeast gro inh mutant strain	M17LAP inhibition	Dynein transport	Dynein transport cytoplasmic EGFP	Dynein transport nuclear GR-EGFP	Dynein transport cell count
Cc1ccc(C(=O)NCc2ccc(N3CCN(C(=O)OC(C)(C)C)CC3)cc2)cc1	i	23.5	0.1	1370	6.0%	i	-8.2	.	2.0	1.6	7.3	60.6*	4.4*	-10.5%	-0.25	-0.215	-0.265	0.437
Cc1cnc(NC(=O)CSc2nnc(-c3ccncc3)n2C2CCCCC2)s1	i	20.8	-2.7	1208	4.2%	i	-10.7	i	5.7	3.4	9.0	11.9	12.4	-2.7%	0.389	0.0341	0.641	-0.873
CCC(=O)Nc1ccc2c(c1)ncn2-c1ccc(C)cc1	i	36.9	-0.8	1124	5.0%	i	-6.3	i	3.3	2.1	9.3	3.6	6.3	15.6%	0.555	-0.0872	0.452	-0.357
CC(=O)N1CCCc2cc(S(=O)(=O)NC(C(=O)NCc3ccc(C)cc3)C(C)C)ccc21 (stereo unspecified)	i	38.7	-3.6	1046	-0.9%	i	18.6	i	2.6	2.5	5.2	-17.7	-12.1	-8.7%	-0.418	-0.501	-0.2	0.244
CN(C)S(=O)(=O)c1ccc(C(=O)Nc2nc(-c3cccs3)cs2)cc1	i	46.7	.	.	5.8%	i	5.7	i	6.6	8.7	5.5	-3.4	-4.8	3.0%	-0.858	-0.28	-0.366	1.48
O=C(O)/C=C\C(=O)Nc1ccc(F)c(F)c1F	i	32.8	-2.5	1082	8.5%	.	.	i	.	.	.	.	.	2.7%	0.491	-0.221	0.138	-0.401
CC(=O)c1ccc(NC(=O)COC(=O)CCN2C(=O)c3cccc([N+](=O)[O-])c3C2=O)cc1	i	32.7	-1.6	1016	-1.9%	i	-12.2	i	5.6	2.1	8.6	-5.3	-7.2	1.0%	-0.273	0.327	-0.371	0.051
Clc1ccc2scc(CN3CCCCC3)c2c1	i	50.8	.	.	2.0%	i	0.9	i	5.2	3.0	9.5	6.3	10.5	-2.0%	0.503	-0.272	-0.127	0.432
